# Screens as filed in PubChem BioAssay.
# 12-hLO inh = blocks human 12-lipoxygenase activity | purified 12-hLO, xylenol orange hydroperoxide absorbance | Potency, µM (highest dose often 57.1 µM), for inactives: at the top dose activity change, negative = inhibition, usual class: inhibitors | hit rate 0.12% among 150,000 | AID 1452; also: potency is read from the fitted curve at half-maximal effect; nearly all actives have a fitted effect of over 55% in size; many of its hits are not listed in these tables
# Target sequence (P18054 whole entry, looked up): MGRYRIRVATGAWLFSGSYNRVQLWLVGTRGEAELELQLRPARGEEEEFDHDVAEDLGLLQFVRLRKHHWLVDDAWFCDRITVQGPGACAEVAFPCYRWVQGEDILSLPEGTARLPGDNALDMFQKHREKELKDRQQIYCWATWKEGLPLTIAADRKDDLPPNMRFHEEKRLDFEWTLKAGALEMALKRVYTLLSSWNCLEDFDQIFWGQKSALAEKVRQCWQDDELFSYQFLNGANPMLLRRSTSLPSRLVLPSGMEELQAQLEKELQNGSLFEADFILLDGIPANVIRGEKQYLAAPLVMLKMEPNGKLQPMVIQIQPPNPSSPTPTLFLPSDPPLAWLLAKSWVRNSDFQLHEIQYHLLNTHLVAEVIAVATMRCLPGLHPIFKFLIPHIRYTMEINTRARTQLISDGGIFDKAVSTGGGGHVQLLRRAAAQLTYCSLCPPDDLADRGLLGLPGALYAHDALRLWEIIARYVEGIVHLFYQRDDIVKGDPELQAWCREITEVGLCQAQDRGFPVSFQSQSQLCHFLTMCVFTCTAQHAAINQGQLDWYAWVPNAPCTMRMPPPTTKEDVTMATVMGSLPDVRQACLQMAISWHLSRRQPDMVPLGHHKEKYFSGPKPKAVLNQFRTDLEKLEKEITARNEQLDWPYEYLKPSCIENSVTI
#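 Lipoxygenase turnover measured by absorbance at 573 and 405 nm after Fe-XO development. Human 12hLO 150 nM, arachidonate 40 uM, pH 7.0 Hepes buffer with detergent; 15 min compound preincubation, 30 min reaction.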
# PNC assembly inh = inhibitors of perinucleolar compartment assembly; PC3M PTB-GFP, PNC prevalence imaging, 16 h; hits give low values; activity change (PNC), negative = inhibition, % at 10 µM; hit rate 3.1% among 140,000;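 active = readout at or below -70, meaning at least 70% loss of cells showing the perinucleolar compartment, a nuclear body marking cancer cells; inconclusive = readout between -30 and a set limit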;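 also: plate controls were DMSO wells for no effect and camptothecin positive control wells for full effect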
#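 PC3M cells stably expressing PTB-GFP, 750–1000 cells/well, treated 16 h at 37 °C with compound (23 nl of library stock), in duplicate. After paraformaldehyde fixation and Hoechst stain, imaged at 20x; PNC prevalence scored by image analysis.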
# ALOX15B inhib = inhibitors of human 15-lipoxygenase 2 (ALOX15B) | purified 15hLO-2, xylenol orange hydroperoxide absorbance | AID 881 | O15296 | hit rate 0.56% among 110,000 | Potency, µM (titrated, usually from 57.1 µM), without a hit: at the top dose activity change, negative = inhibition, most hits filed as inhibitors; also: potency is read from the fitted curve at half-maximal effect; nearly all actives have a fitted effect of over 60% in size; many of its hits are not listed in these tables
#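 Read-out: hydroperoxide product oxidises ferrous iron, measured as xylenol orange complex via the 573-to-405 nm absorbance ratio after 30 min. Reaction: 50 nM enzyme, 15 min compound preincubation, 45 uM arachidonic acid, 90 min RT, Hepes pH 7.5 with Triton X-100.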
# IMPase cell inh = cell-permeable inhibitors of inositol monophosphatase (IMPase); P97697; CHO-M1 cells, IP1 accumulation, HTRF TR-FRET ratio; inhibition (IP1 accumulation), % at 46.1 µM; 120,000 tested, under 10 active; AID 901; active = well fitted curve in the direction sought with a large enough effect in the signal ratio, not every such curve was filed as active; inconclusive = small, poorly fitted or top-dose-only effect, or a change in a side signal; inactive = no such curve, though single readings can be large or run the other way; the % refers to the signal ratio;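 also: cells stimulated with carbachol in lithium chloride buffer; plate controls were DMSO basal wells for no effect and reference inhibitor wells for full effect; higher means more IMPase inhibition seen as more IP1 and lower FRET ratio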
# Target sequence (P97697 whole entry, looked up): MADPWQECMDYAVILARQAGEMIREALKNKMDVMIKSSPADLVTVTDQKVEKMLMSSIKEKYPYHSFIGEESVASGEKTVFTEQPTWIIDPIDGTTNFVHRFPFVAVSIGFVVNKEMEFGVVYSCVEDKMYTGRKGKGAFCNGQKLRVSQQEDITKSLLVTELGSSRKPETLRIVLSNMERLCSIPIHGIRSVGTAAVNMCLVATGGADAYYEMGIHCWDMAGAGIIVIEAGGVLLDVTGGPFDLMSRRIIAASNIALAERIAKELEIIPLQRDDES
#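 Carbachol-driven Gq signalling in CHO-M1 cells (2000/well) generates IP1. Compounds that block IMPase raise IP1 and so reduce the FRET signal from Eu-anti-IP1 and d2-IP1 after a 10 min room-temperature lysis.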
# The depositor's hits bear a star; ? = inconclusive; / = no result given; [ ] = dose if it differs, or a comment. Unless noted, calls follow the shape of the dose curve; as a rule, active = well fitted curve in the direction sought with a large enough effect; inconclusive = small, poorly fitted or top-dose-only effect, or another doubt; inactive = no such curve, though single readings can be large; an effect the other way counts as inactive or inconclusive. Unless noted, % is scaled to controls: 0 for no effect and ±100 for the full control effect. Only part of the results is shown; the hit share may differ from the screen's.
SMILES,12-hLO inh,PNC assembly inh,ALOX15B inhib,IMPase cell inh
Cc1ccc(S(=O)(=O)Nc2ccccc2/C=N/c2nc3ccccc3n2C)cc1,-3.6%,?,/,-3.8
COc1cc(C(C(=O)NC(C)(C)C)N(Cc2ccccc2)C(=O)c2cnccn2)cc(OC)c1OC (stereo not given),-0.6%,12.3,-3.8%,-1.5
CCOc1cc(C(=O)O)cc(Cl)c1OCC#N,4.4%,1.4,5.9%[2.29 µM],-2.1
CN(C)S(=O)(=O)c1cccc(NC(=S)NN=C(Cc2ccccc2)Cc2ccccc2)c1,-6.4%,0.6,/,/
CC(=O)/C(=N\Nc1ccccc1)Sc1cccc2cccnc12,-5.3%,2.2,/,/
Cn1c(NC(=O)c2ccco2)cc(=O)n(C)c1=O,-2.0%,33.7,5.3%,-3.4
O=C1NCCCc2c1oc1ccc(O)cc21,-2.1%,-5.0,?,-3.7
O=C(CN1CCCC1)NC12CC3CC(CC(C3)C1)C2,1.7%,18.6,/,/
CCC(=O)NCCC(c1ccco1)c1ccccc1OC (stereo not given),9.5%,-11.4,/,-0.8
CC(=O)OC1C=C[C@]2(C)C(CC(OC(C)=O)[C@@]3(C)C4=CC(=O)OC(c5ccoc5)[C@]4(C)CCC23)C1(C)C (stereo not given in full),-2.0%,/,-22.2%,/
O=C(O)CCCCn1cnc2c(=S)nc[nH]c21,-0.4%[11.4 µM],/,6.4%[11.4 µM],/
O=c1c(-c2nc3ccccc3s2)cccn1Cc1ccc(Cl)c(Cl)c1,-3.4%,-26.0,8.6%[11.4 µM],-1.0[1.84 µM]
Cn1c(=O)c2c(nc(NCc3ccco3)n2CC(O)COc2ccccc2)n(C)c1=O (stereo not given),-6.5%,4.0,-10.3%,13.5
Cc1cc(C=C(C#N)C#N)c(C)n1-c1ccccc1,2.7%,?,-3.1%,-4.5
FC(F)(F)c1nnc(-c2ccccc2)nc1Oc1ccc(Cl)cc1Cl,-3.1%,-6.6,-6.7%,4.8
CCOC(=O)c1cc(-c2ccc(C)o2)n[nH]1,-1.1%,-1.2,2.6%,-3.7
COc1cc(-c2nn3c(-c4ccco4)nnc3s2)cc(OC)c1OC,-2.6%,-28.8,-3.7%,-3.7
COCCn1nnnc1C(c1cc2cc(C)cc(C)c2[nH]c1=O)N1CCN(c2ccccc2F)CC1 (stereo not given),-6.0%,28.0,4.0%,-8.9
Cc1ccc(-n2c(CCC(=O)O)ccc2-c2cccs2)cc1,-14.7%,?,?,-2.4
COc1cccc(OC)c1OCCOc1ccccc1OC(C)C,8.6%,-12.4,-0.7%,1.3
CCCCCn1c(CN2CCCCC2CC)nc2c1c(=O)n(C)c(=O)n2C (stereo not given),-2.0%,26.0,5.8%,5.8
OC(COc1cccc(OCC(O)CN2CCCC2)c1)CN1CCCC1 (stereo not given),2.2%,-11.9,29.0%,-13.3
COc1ccc(OC)c(C(=O)c2coc3ccc(O)c(CN4CCOCC4)c23)c1,-1.5%,5.3,6.9%,3.3
O=S(=O)(NCc1ccccc1)c1ccc2c(c1)OCCO2,4.7%,?,-2.4%,1.7
N#Cc1c(-c2ccccc2F)cc(-c2cccnc2)nc1N,-1.5%,-95.9*,/,/
CCc1c(C#N)c(SCCC(=O)Nc2ccc(C)cc2)nc2c1C(=O)CC(C)(C)C2,-2.5%,-10.9,-6.2%,4.1
Cc1ccc(/C=C/C(=O)N2CCN(Cc3ccccc3)CC2)o1,2.1%,20.6,/,/
NC(=O)CCC(NS(=O)(=O)c1ccc(Cl)cc1)C(=O)NCc1ccccc1 (stereo not given),-1.7%,10.5,/,11.2
O=C(c1cccc(Cl)c1)N1CCN(C(=O)c2ccco2)CC1,3.1%,7.3,-10.7%,?
CN(C)CC(C)(C)CNC(=O)C1CCN(Cc2ccccc2O)CC1,-6.3%,?,-5.6%,8.1
Cc1nnc(SCC(=O)N2CCCCC2)n1CC1CCCO1 (stereo not given),-0.8%,264.2,/,-1.7
C=CC(=O)OCCCC,0.7%,/,8.6%,/
Cc1c(NC(=O)/C=C/c2cn(-c3ccccc3)nc2-c2ccccc2)c(=O)n(-c2ccccc2)n1C,-1.5%,23.5,1.0%,-0.7
Cc1ccccc1-c1nc(CN2CCCC(C(=O)NCCCN3CCOCC3)C2)c(C)o1 (stereo not given),-1.2%,-18.6,/,6.6
O=C(NCCn1cc(SCc2ccccc2)c2ccccc21)c1c(F)cccc1F,-7.5%,52.5,/,/
COCCn1c(=O)c2cc3c(=O)n(CCOC)c(=O)c3cc2c1=O,2.5%,-25.6,1.7%,-1.4
Cc1ccccc1NC(=O)c1cc(=O)c2ccccc2o1,4.7%,?,12.6%,0.8
O=C(Nc1cccnc1)c1cnn2c(C(F)F)cc(C3CC3)nc12,-0.5%,?,-5.7%,-16.4
COc1ccc(CC(=O)n2nc(-c3cccnc3)nc2N)cc1,3.1%,-14.4,-3.0%,4.7
COc1cc(NC(=O)C2=C(N3CCOCC3)/C(=C\c3ccc(N(C)C)cc3)CCC2)cc(OC)c1OC,-1.0%,3.1,/,/
Cc1ccc(C)c(S(=O)(=O)NCc2ccc(C(=O)N3CC(C)OC(C)C3)cc2)c1 (stereo not given),5.2%,44.7,/,-3.2
COc1ccc(/C(O)=C2/C(=O)C(=O)N(CCN3CCOCC3)C2c2ccc(C)cc2)cc1 (stereo not given),0.4%,44.6,0.1%,-16.7
CCOc1cc(C)nc(NCCc2ccc(OC)c(OC)c2)n1,-5.7%,10.7,15.5%,13.7
O=C(CSc1nc(O)cc(=O)n1-c1ccccc1)NC1CCCCC1,-18.3%,-1.5,-7.7%,-6.6
Cc1[nH]nc(SCC(=O)NCc2ccccc2)c1[N+](=O)[O-],-0.7%,40.2,/,/
CCOC(=O)C1CN(S(=O)(=O)c2ccc(C)cc2)C1,-2.0%,25.4,-8.5%[11.4 µM],-1.0[1.84 µM]
CCOc1ccc(C(=O)NCc2cccnc2)cc1,1.9%,-20.7,-0.8%,0.4
CC1CCCC2(C1)NC(=S)c1c(sc3c1CCCC3)N2 (stereo not given),-27.2%,?,12.6µM*,-1.3
O=C(NC(=S)Nc1cccnc1)c1cc2ccccc2o1,1.1%,-24.3,/,/
Cc1ccc(Cn2c(C)nc3c(c2=O)c2nc4ccccc4nc2n3Cc2ccco2)cc1,?,-1.8,?,1.1

# (listing goes on)
SMILES,12-hLO inh,PNC assembly inh,ALOX15B inhib,IMPase cell inh
CCCn1c(N)c(C(=O)CN2CCN(S(=O)(=O)c3cccs3)CC2)c(=O)[nH]c1=O,-0.9%,?,-1.4%,2.1
CC(O)CNc1ncnc2nc[nH]c12 (stereo not given),1.3%,19.8,-5.5%,?
COc1ccc(NC(=O)C(OC)c2ccccc2)cc1Cl (stereo not given),-2.3%,?,/,/
COc1cc(OC)cc(C(=O)NC2CCN(C(=O)N3c4ccccc4Sc4ccccc43)CC2)c1,-9.4%,-91.0*,-14.9%,4.5
C=C(C)CN(CC#N)CC(=C)C,0.9%[11.4 µM],/,-5.4%[11.4 µM],/
CC[n+]1c(/C=C/N(C)c2ccccc2)oc2ccc(F)cc21,-7.3%,45.3,/,/
C=CC[N+](C)(C)CCCNC(=O)/C=N/O,-6.3%,5.9,/,/
COc1ccc(-c2c(C(C)=O)c(C)nc3sc4c(=N)n(N)cnc4c23)cc1,2.6%,26.3,/,/
CCCC(=Nc1ccc(N)cc1)C1=C(O)C(C(=O)OC)C(C)(C)CC1=O (stereo not given),-14.9%,-25.4,-3.1%,19.6
CC(C)CC(C(=O)NC1CCCC1)N(Cc1cccs1)C(=O)c1snc(C(N)=O)c1N (stereo not given),7.1%,-7.0,/,-8.5
CC1(C)Cc2c(ccc3ccccc23)C(NNC(=O)c2cccnc2)=N1,-5.1%,35.4,-2.4%,8.9
COc1cccc(C(=O)Nc2ccc(F)c(F)c2F)c1,4.2%,20.1,-14.5%,3.6
O=C(CC(O)(c1ccccc1)C(F)(F)F)c1cccs1 (stereo not given),4.1%,13.4,-4.4%,0.0
CC(=O)Nc1ccc2c(c1)nc1n2CCSC1,-2.2%,35.2,-0.9%,-1.7
CC(C)CN1C(=O)c2ccc(C(=O)Nc3ccccn3)cc2C1=O,-8.9%,-13.8,3.0%,-1.9
CCOC(=O)C1(C(F)(F)F)N=C(C(F)(F)F)Nc2ccc(F)cc21 (stereo not given),0.8%,42.6,/,/
CCC1=C(OC(=O)N(CC)CC)N2C(=O)OC(=NCC3CC3)[C@]2(C)[C@H]2C1=CC[C@H]1C(=O)N(CC)C(=O)[C@H]12,-4.3%,/,-1.8%,/
O=C(/C=C/c1cccc([N+](=O)[O-])c1)NCCN1CCOCC1,3.6%,-14.9,-7.7%,0.0
CC(=O)N/N=C(\C)c1cccc(NC(=O)c2cccs2)c1,1.1%,24.4,/,/
COC(=O)c1sc(N)nc1C(C)(C)C,1.1%,2.1,-14.8%[11.4 µM],4.9[1.84 µM]

# Five structures already listed, arranged by formula weight, highest first:
SMILES,12-hLO inh,PNC assembly inh,ALOX15B inhib,IMPase cell inh
CCOC(=O)C1(C(F)(F)F)N=C(C(F)(F)F)Nc2ccc(F)cc21 (stereo not given),0.8%,42.6,/,/
CC1(C)Cc2c(ccc3ccccc23)C(NNC(=O)c2cccnc2)=N1,-5.1%,35.4,-2.4%,8.9
CC(C)CN1C(=O)c2ccc(C(=O)Nc3ccccn3)cc2C1=O,-8.9%,-13.8,3.0%,-1.9
CC(=O)Nc1ccc2c(c1)nc1n2CCSC1,-2.2%,35.2,-0.9%,-1.7
COC(=O)c1sc(N)nc1C(C)(C)C,1.1%,2.1,-14.8%[11.4 µM],4.9[1.84 µM]

# Remaining list, next part.
SMILES,12-hLO inh,PNC assembly inh,ALOX15B inhib,IMPase cell inh
CCOc1cc(C(=O)OCC(=O)Nc2ccc(SC(F)F)cc2)cc(OCC)c1OCC,4.3%,12.7,/,/
CCCCn1c(O)c(N=NC(=O)Cn2c(C(F)(F)F)nc3ccccc32)c2ccccc21,-1.3%,-20.0,/,/
CCOC(=O)c1nnn(-c2nonc2N)c1CN(CC)CC,-3.7%,-26.4,-1.2%,?
COc1cc2c3c(c1OC)C1(C=CC(=O)C=C1)CC3N(C(C)=O)CC2 (stereo not given),0.5%,30.6,/,/
O=[N+]([O-])c1ccc(-c2cnc(SCc3ccccc3Cl)[nH]2)cc1,-7.5%,29.8,7.4%,3.0
COc1cc(/C=N/Nc2cccc(C)c2)ccc1OC(=O)c1cccs1,-14.8%,-25.6,/,15.6
NC(=S)N/N=C\c1ccccc1OCc1ccccc1,-24.0%,?,/,/
CCOc1ccc(CCN2C(=O)CCC2(C)C(=O)NC(C)CC)cc1OCC (stereo not given),-7.2%,3.4,4.8%,-1.6
CCCCN(C(=O)NC(=O)Nc1cc(C)ccc1C)S(C)(=O)=O,-11.8%,?,35.1%[activator],9.7
CCn1c(SCC(=O)Nc2nc(C)c(C(=O)OC)s2)nnc1C(C)C,-3.6%,?,-3.6%,3.9
O=C(CSc1nnc(Cn2c(=O)sc3ccccc32)n1-c1ccccc1)NCc1ccco1,-1.5%,?,/,-4.9
O=[N+]([O-])c1ccc(N2CCN(c3ccc(Cl)nn3)CC2)c(Cl)c1,10.2%,24.7,-8.5%,1.9
Cc1ccc(CNC(=O)Cn2c(=O)c3sccc3n(Cc3cccc([N+](=O)[O-])c3)c2=O)cc1,5.8%,1.9,/,-1.9
CCNC(=O)NC(=O)CSc1nc2ccccc2n1CC(C)C,1.7%,3.7,1.4%,1.5
CC(O)C(O)C(O)C(O)C1NCCS1 (stereo not given),2.2%,7.3,11.6%,0.3
Cc1cccn2cc(-c3ccc(F)cc3)nc12,-0.5%,-27.3,-2.1%,2.4
COc1ccc(C)c(S(=O)(=O)Nc2ccc(OCC(=O)O)cc2)c1,4.9%,-0.3,7.0%,-0.2
